Assay outcomes: PubChem, National Center for Advancing Translational Sciences (NCATS)
N370S GC = qHTS Assay for Inhibitors and Activators of N370S glucocerebrosidase as a Potential Chaperone Treatment of Gaucher Disease; Lysosomal acid glucosylceramidase (Homo sapiens), P04062; N370S GC spleen homogenate, 4MU-glucoside fluorescence; Potency, µM (highest dose often 59.4 µM), for the others: at the top dose activity change, negative = inhibition, usual class: inhibitors; 0.092% of 330,000 active; AID 2101, 2009;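 note: 0% = full enzyme activity and -100% = no enzyme basal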
FEN1 inhibitor = qHTS Assay for the Inhibitors of Human Flap endonuclease 1 (FEN1); P39748; Recombinant FEN1 flap cleavage, fluorescence, 15 min; Potency, µM (top dose mostly 114 µM), for the others: at the top dose activity change, negative = inhibition, hits mostly inhibitors; 0.35% of 390,000 active; AID 588795, 2011; note: nearly all actives have a fitted effect of over 65% in size
Target sequence (P39748 whole entry, looked up): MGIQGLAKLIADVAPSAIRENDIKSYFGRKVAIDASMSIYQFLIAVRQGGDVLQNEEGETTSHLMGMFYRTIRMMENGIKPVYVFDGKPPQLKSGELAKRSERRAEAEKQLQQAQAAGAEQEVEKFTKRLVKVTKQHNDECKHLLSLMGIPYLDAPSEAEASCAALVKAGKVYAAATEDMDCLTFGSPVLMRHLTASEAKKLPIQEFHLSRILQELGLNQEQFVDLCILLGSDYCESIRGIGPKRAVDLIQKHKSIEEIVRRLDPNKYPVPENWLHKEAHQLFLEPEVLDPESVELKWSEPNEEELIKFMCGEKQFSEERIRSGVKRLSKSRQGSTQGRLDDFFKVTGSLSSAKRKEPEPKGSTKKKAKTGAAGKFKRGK
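FEN1 at 10 nM preincubated with compounds 15 min at room temperature, then flap DNA substrate added at 50 nM final. Signal read at 0 and 15 min; concentration-response fitted with four-parameter Hill equation.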
DT40 TDP1 CPT = qHTS for Inhibitors of human tyrosyl-DNA phosphodiesterase 1 (TDP1): qHTS in cells in presence of CPT; chicken DT40 Tdp1-/-;hTDP1 cells + 20 nM CPT, ATP luminescence, 48 h; Potency, µM (titrated, usually from 46.2 µM), without a hit: at the top dose activity change, negative = growth inhibition, usual class: inhibitors; 12% of 420,000 active; AID 686979, 2013; note: nearly all actives have a fitted effect of over 55% in size
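Chicken DT40 Tdp1-/- cells complemented with human TDP1, 400 cells/well, exposed to compounds plus 20 nM camptothecin for at least 48 h at 37 C; viability read as ATP content by CellTiter-Glo luminescence.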
An asterisk follows results filed as active; ? = inconclusive; / = not tested or not shown; & = joins results of further samples. Calls come from the whole dose curve; as a rule, active = well fitted curve in the direction sought with a large enough effect; inconclusive = small, poorly fitted or top-dose-only effect, or another doubt; inactive = no such curve, though single readings can be large; an effect the other way counts as inactive or inconclusive. Unless noted, % is set by controls: 0 for no effect and ±100 for the full control effect; potency is the fitted concentration of half-maximal effect. Some of the compounds tested, so the mix of outcomes need not match the whole.

Results follow in this order: N370S GC | FEN1 inhibitor | DT40 TDP1 CPT
> CN(C)c1nc2c(c(=O)[nH]c(=O)n2C)n1Cc1ccccc1Br
 : 5% | -11% | ?
> CCN(CC)S(=O)(=O)c1cccc(NC(=O)COc2ccc(C#N)cc2OC)c1
 : 8% | -6% | ?
> CCCC(c1nnnn1CC(=O)OCC)N(Cc1cc2ccc(C)cc2[nH]c1=O)C1CCCC1 (stereo unspecified)
 : 11% | -2% | -17%
> CCC(=O)NS(=O)(=O)c1ccc(N=NN2CCCCC2)cc1
 : 6% | -1% | -12%
> Cc1ccc(C)c(S(=O)(=O)N2CCCC2CNC(=O)C(=O)NCCc2ccccc2)c1 (stereo unspecified)
 : -4% | -18% | ?
> O=C(COC(=O)c1cccnc1Cl)NC1CCCCC1
 : / | 0% | -1%
> CCCCCCCCCCSc1n[nH]c(NC(C)=O)n1
 : 5% | -3% | -2%
> CC(=O)N(C)c1ccc(N=Cc2c(O)ccc3ccccc23)cc1
 : -14% | -4% | -12%
> Cc1cccc(NC(=O)C(=O)NCc2ccc3c(c2)OCO3)c1C
 : 11% | 0% | -1%
> Cc1[nH]c(=O)[nH]c(=O)c1S(=O)(=O)N1CCN(c2ccccc2Cl)CC1
 : / | -8% | -9%
> CCN(C(=O)COC(=O)/C=C/c1ccc(OC(F)F)c(OC)c1)C1CCS(=O)(=O)C1 (stereo unspecified)
 : / | 0% | 0%
> CCCNC(=O)c1ccc2c(c1)N(Cc1cccc(C)c1)C(=O)c1ccccc1S2
 : / | -2% | -14%
> CCOC(=O)CSc1nc2c(sc(=S)n2-c2ccc(CC)cc2)c(=O)[nH]1
 : -18% | -5% | -30%
> O=C(CSc1nc2scc(-c3ccccc3)c2c(=O)[nH]1)N1CCOCC1
 : -3% | 5% | ?
> C[C@H](CCC(=O)NCC(=O)O)[C@H]1CC[C@H]2[C@@H]3[C@H](O)C[C@@H]4C[C@H](O)CC[C@]4(C)[C@H]3C[C@H](O)[C@]12C
 : -21%&-15%&0% | 9%&-3%&40% | 5%&-11%&-12%
> CCOc1cccc2cc(C(=O)Nc3ccccc3-c3ccccc3)c(=O)oc12
 : 7% | 5% | -15%
> Cc1cc2c(cc1C)NC(C)CC(=O)N2 (stereo unspecified)
 : / | -13% | -3%
> COc1cc2ccccc2cc1C(=O)Nc1ccc(C)cn1
 : 1% | 5% | -24%
> CC1(C)CC(=O)C=C(NC2CCCCC2)C1
 : -3% | -1% | -25%
> CC(Sc1nnnn1-c1ccc(O)cc1)C(=O)NNC(=O)c1ccc(F)cc1 (stereo unspecified)
 : / | 0% | -27%
> Cc1ccc(N=Cc2c(O)n(-c3ccc4c(c3)OCO4)c(=O)c3ccccc23)cc1
 : -2% | -3% | ?
> C#CCOC(=O)CCCC(=O)NCCCCCCCC
 : -2% | 6% | -2%
> CCCc1[nH][nH]c(=O)c1C(c1ccc(Cl)cc1)C(C#N)C#N (stereo unspecified)
 : 0% | 2% | -12%
> O=c1[nH]cnc2c1nc(NCc1ccccc1)n2C1O[C@@H](CO)[C@H](O)[C@@H]1O (stereo partly specified)
 : 1% | -6% | -21%
> O=C(Nc1ccccc1Br)c1cccc2ccccc12
 : / | 3% | 15%
> CC(CC(F)(F)F)N1CCC(n2nccc2NC(=O)CCCc2ccccc2)CC1 (stereo unspecified)
 : 4% | -18% | ?
> CCOC(=O)C(C)C1(O)c2ccccc2-c2ncccc21 (stereo unspecified)
 : 6% | 1% | 4%
> O=C(N/N=C/c1cccs1)C(=O)Nc1cccc(Cl)c1
 : 0% | 20% | 0%
> CC(NC(=O)Cc1ccsc1)c1ccc(S(N)(=O)=O)cc1 (stereo unspecified)
 : 2% | 6% | -6%
> COc1cccc(NC(=O)CN(C)CC(=O)Nc2cccc(C(F)(F)F)c2)c1
 : -21% | -8% | -7%
> CCOC(=O)C(NCCc1ccc(F)cc1)(NC(=O)CC)C(F)(F)F (stereo unspecified)
 : -5% | -1% | 6%
> O=C(CSc1ncnc2scc(-c3ccc(F)cc3)c12)c1ccc2c(c1)OCCO2
 : 6% | -6% | 21µM*
> O=C(Nc1ccccn1)c1ccc(S(=O)(=O)N2CCCCCC2)cc1
 : -13% | -1% | 5%
> Cc1ccc(S(=O)(=O)N2CCN(CC(O)CN3CCOCC3)CC2)cc1 (stereo unspecified)
 : / | 21% | -12%
> Cc1nn(CC(=O)Nc2ccc(S(=O)(=O)N(C)C)cc2)c(C)c1[N+](=O)[O-]
 : 0% | 2% | 6%
> COc1cc(NC(=O)C2Cc3ccccc3N2C(=O)c2ccccc2)cc(OC)c1 (stereo unspecified)
 : / | -12% | ?
> CC(C)OCCCNC(=O)CN1C(=O)CSc2ccc(S(=O)(=O)N3CCOCC3)cc21
 : / | 3% | 11%&-4%
> Nc1ccc(CSc2ccccc2)cc1
 : / | 9% | -16%
> O=C(CNC(=O)c1ccc(Cl)cc1Cl)OCC(=O)c1ccc2c(c1)OCCO2
 : / | 1% | -12%
> Cc1ccc2c(c1)N(CC(=O)NCCc1ccc(Cl)cc1)C(=O)c1cccnc1O2
 : 2% | -16%&3% | ?

Continuation.
Compound	N370S GC	FEN1 inhibitor	DT40 TDP1 CPT
Cc1c(Cl)cccc1Nc1nn2c(=O)c3ccc(C(=O)N(C)Cc4ccccc4)cc3nc2s1	/	-2%	?
COc1cccc(NCc2cccn2-c2nnc(N3CCC(C)CC3)s2)c1	/	3%	?
COc1ccccc1C(=O)OC(C)CN1CCN(C)CC1 (stereo unspecified)	1%	-2%	2%
Cc1ccc(C)c(S(=O)(=O)NC(C)C(=O)NCc2ccccn2)c1 (stereo unspecified)	-8%	2%	2%
Cn1nnc2cc(C(=O)NCc3ccc4c(c3)OCO4)ccc21	7%	-3%	-21%
COc1cccc(-n2c(SCc3cccc(C)c3)nc3c([nH]c4ccccc43)c2=O)c1	/	-8%	?
O=S(=O)(c1ccc(F)c2ccccc12)N1CCCCC1	-2%	-12%	-27%
CCN1CCCC1CNC(=O)c1cc2cc(F)ccc2[nH]1 (stereo unspecified)	-7%	-16%	-21%
CCOC(=O)c1c(NC(=O)Cn2c(=O)oc3ccccc32)oc(C)c1C(C)=O	3%	2%	1%
Cc1ccc(CSCCNC(=O)CN(c2ccc(F)cc2)S(C)(=O)=O)cc1	4%	-12%	-6%
CC(C)(CNC(=O)c1cc(=O)[nH]c2ccccc12)N1CCOCC1	-2%	-1%	-7%
COc1ccc(Cn2nc3n(c2=O)-c2ccccc2OC3)cc1	/	-17%	-2%
O=C(CCc1ccc(S(=O)(=O)N2CCOCC2)cc1)NN=C1CCCCCCC1	0%	5%	-4%
CCC(CC)C1C(C#N)=C(N)SC(N)=C1C#N	0%	-1%	-21%
O=C(O)Cn1cc(C(=S)N2CCCCC2)c2ccccc21	5%	14%	-2%
CCOc1ccc(S(=O)(=O)N2CCN(C(=S)NCc3ccccc3)CC2)cc1	-4%	-1%	21µM*
Cc1ccc(NC(=O)NNC(=O)COc2ccc(Cl)cc2)cc1	/	-2%	11%
COc1ccc(OC)c(CN2CCN(C(=O)c3ccc(NS(=O)(=O)c4cccc([N+](=O)[O-])c4)cc3)CC2)c1	-8%	-6%	-22%
CCC(C)c1ccc(NC(=O)COC(=O)CCNC(=O)c2ccco2)cc1 (stereo unspecified)	/	7%	-1%
CC(NC(=O)C1CCCC1)c1ccc2c(c1)OCCO2 (stereo unspecified)	3%	8%	11%
CC1C(=O)N2CCCc3cc(NC(=O)COc4ccc(Cl)cc4)cc1c32 (stereo unspecified)	1%	5%	?
CC(C)[C@H](NS(=O)(=O)c1ccccc1)C(=O)OCC(=O)Nc1ccccc1Sc1ccccc1	?	-16%	?
Cc1nc(N)c(Cc2ccccc2F)c(N)n1	-1%	-12%	-26%
CCOC(=O)CC1=C(C(=O)OCC)C(c2ccncc2)C(C#N)=C(N)O1 (stereo unspecified)	11%	-5%	?
COc1cccc(NC(=O)NC2CCCCC2C)c1 (stereo unspecified)	0%	2%	-19%
CCOC(=O)c1cnc(-c2ccccc2)nc1N	7%	0%	-18%
Nc1nc2c(c(=O)[nH]1)C(c1ccccc1)C1=C(N2)c2ccccc2C1=O (stereo unspecified)	4%	-24%	-21%
CN1CCc2c(sc3c2c(NCc2ccco2)nc2nnnn23)C1	6%	-12%	29µM*
O=C(O)CC(NC(=O)c1ccncc1)c1ccccc1 (stereo unspecified)	-2%	13%	15%
CC(=O)N/C(=C\c1ccccc1)C(=O)OCc1cccc(S(=O)(=O)N(C)C)c1	-2%	7%	16µM*

Part of the list above, as labelled records:
> COc1cccc(NC(=O)NC2CCCCC2C)c1 (stereo unspecified)
  N370S GC: 0% | FEN1 inhibitor: 2% | DT40 TDP1 CPT: -19%

> CCOC(=O)c1cnc(-c2ccccc2)nc1N
  N370S GC: 7% | FEN1 inhibitor: 0% | DT40 TDP1 CPT: -18%

> Nc1nc2c(c(=O)[nH]1)C(c1ccccc1)C1=C(N2)c2ccccc2C1=O (stereo unspecified)
  N370S GC: 4% | FEN1 inhibitor: -24% | DT40 TDP1 CPT: -21%

> CN1CCc2c(sc3c2c(NCc2ccco2)nc2nnnn23)C1
  N370S GC: 6% | FEN1 inhibitor: -12% | DT40 TDP1 CPT: 29µM*

Entries of single compounds, looked up by structure:
Cc1c(Cl)cccc1Nc1nn2c(=O)c3ccc(C(=O)N(C)Cc4ccccc4)cc3nc2s1 in the list: N370S GC = /; FEN1 inhibitor = -2%; DT40 TDP1 CPT = ?
Cn1nnc2cc(C(=O)NCc3ccc4c(c3)OCO4)ccc21 in the list: N370S GC = 7%; FEN1 inhibitor = -3%; DT40 TDP1 CPT = -21%

Next results.
Compound	N370S GC	FEN1 inhibitor	DT40 TDP1 CPT
COc1cccc(Cn2c(=O)c(C)nc3cnc(Oc4ccccc4)nc32)c1	-1%	/	?
N[C@@H](Cc1ccccc1)c1nnc2sc(SCc3ccccc3)nn12	-26%	-1%	-4%
O=C(O)c1ccc(-c2ccc(OS(=O)(=O)c3ccccc3F)cc2)cc1	-3%	1%	-4%
COc1ccccc1-c1cc2nc(C)c(CCC(=O)Nc3cc(C)ccc3C)c(C)n2n1	/	-8%	?
CCc1ccc(C2CC(c3ccc(Cl)cc3)n3nc(N)nc3N2)cc1 (stereo unspecified)	-1%	3%	?
Cc1c(C)c2ccc(OCC(=O)N(C)C3CCS(=O)(=O)C3)c(C)c2oc1=O (stereo unspecified)	-2%	3%	-12%
Cc1ccsc1C1C(C#N)=C(N)OC2=C1C(=O)CC(C)C2 (stereo unspecified)	18%	11%	?
CN(C)S(=O)(=O)c1cccc(COc2cccnc2[N+](=O)[O-])c1	-3%	4%	-13%
O=C(CCC1CCCN(C(=O)c2ccncc2)C1)NCc1ccc(F)c(F)c1 (stereo unspecified)	8%	7%	-17%
COc1ccc(NC(=O)CSc2nccn2Cc2ccc3c(c2)OCO3)cc1	/	-4%	-24%
O=C(CN(Cc1cccs1)S(=O)(=O)c1ccc(S(=O)(=O)N2CCCCC2)cc1)Nc1ccccc1	-3%	-1%	3%
Cc1ncc(CO)c(/C=N/NC(=O)c2cc3c(s2)CCCC3)c1O	7%	-10%	5.8µM*
COc1cc(C=O)cc(Br)c1OCC(N)=O	6%	-2%	8%
O=C(NN=C1CCCCCCCCCCC1)c1ccccc1F	3%	-1%	-28%
COCc1[nH]nc2c1C(c1ccccc1F)C(C#N)=C(N)O2 (stereo unspecified)	-1%	-1%	4%
COc1ccc(/C=N/NC(=O)c2cnccn2)c(OC)c1OC	-23%	-14%	6%
CCCCn1cnc2c(SCc3ccccn3)nc(N)nc21	/	-10%	9%
CC(C)CNc1ncnc2c1cnn2Cc1ccccc1Cl	1%	-7%	-13%
O=C(COC(=O)CC1CC2CCC1C2)Nc1cccc(S(=O)(=O)NC2=NCCCCC2)c1 (stereo unspecified)	0%	-3%	?
Cc1sc2c(c1C)CN(C(C)(C)C)CN2C(=O)c1ccccc1	-3%	10%	-27%
COc1ccc2c(c1)CCc1sc(NC(=O)c3ccco3)nc1-2	12%	?	?
COc1cccc(-c2nn(C)c3sc(C(=O)N4CCN(c5cccc(C(F)(F)F)c5)CC4)cc23)c1	/	-22%	16µM*
O=S(=O)(NCc1cn2ccsc2n1)c1cccs1	11%	3%	-2%
CCOc1ccc(CCNC(=O)COC(=O)C2CC2)cc1OCC	0%	3%	11%
COc1ccc(-c2cc(C(=O)OCC(=O)Nc3cc(C)on3)c3ccccc3n2)cc1OC	13%	18%	-12%
Cc1nc(/C=C/c2ccccc2)cc(/C=C/c2ccccc2)n1	15%	-2%	-22%
NC(=O)c1nsc(C(=O)N(CC(=O)NCc2ccco2)c2ccccc2F)c1N	7%	15%	?
COc1ccc(-n2c(SCC(=O)OC(C)C)nnc2-c2ccccn2)cc1	13%	-13%	-3%
O=C(CN1CCCCCC1)OCCN=C1NS(=O)(=O)c2ccccc21	5%	7%	6%
